# Bioassay records from PubChem BioAssay.
# SKN-1 inh – blocks SKN-1 activity in C. elegans. C. elegans VP596 Pgst-4::GFP/RFP ratio, acrylamide-induced, 24 h. inhibition, % at 21.8 µM. hit rate 0.49% among 360,000;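 active = interference check ratio from 0.5 to 1.5 plus GFP to RFP signal ratio inhibition reaching or exceeding a fixed threshold, cut at about 30% in these data, passing the limit was not always enough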; note: some compounds called inactive have numbers as strong as hits
# FAS TE block – blocks the thioesterase domain of human fatty acid synthase. P49327. recombinant FAS-TE, OMFH fluorogenic substrate, fluorescence endpoint. inhibition, % at 15 µM. hit rate 0.67% among 360,000;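 active = compounds whose normalised, plate-corrected inhibition of enzyme fluorescence in the single-dose primary screen is 50% or more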;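 note: 0% = DMSO with enzyme and 100% = substrate without enzyme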
# MT1-MMP act inh – inhibitors of human MT1-MMP activation. HT1080 RFP-PRO-GFP cells, GFP/RFP ratio fluorescence, overnight; percent of plate control window, DMSO zero. GFP/RFP ratio change, % at 20 µM. hit rate 0.061% among 360,000;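 active = GFP/RFP ratio change of at least 30% with cell ATP level not reduced by more than half and red fluorescence within 50% of control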; note: strong numbers were not always called active
#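 Compound: 20 µM single dose, 1% DMSO / System: HT1080 RFP-PRO-GFP cells / Controls: DMSO and RFP-L50D-GFP cell wells / Read-out basis: GFP/RFP fluorescence ratio / Schedule: overnight compound exposure at 37 °C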
# Neddylation inh – blocks human cullin neddylation. calls only at 25 µM. hit rate 0.58% among 360,000. TR-FRET cullin neddylation, biochemical. P61081+Q13564. AID 651699; in the data active = inhibition above about 36%
# CSN deneddyl inh – inhibitors of human CSN-mediated cullin deneddylation | Q92905 | Purified CSN, SCF-Nedd8-OG deneddylation, fluorescence polarization | inhibition, % at 12.5 µM | hit rate 0.38% among 360,000 | AID 651999;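 active = pattern-corrected inhibition above about 35%, with an unprinted fluorescence ratio check between 0.5 and 1.5, limit read from the data, passing the limit was not always enough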;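 note: 0% = enzyme with substrate and 100% = substrate without enzyme; some results filed as inactive read as strong as hits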
#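 Test system: Human Csn5 produced in HEK293T cells | Compound: 12.5 µM single point | Times: 90 min, room temperature | Signal: Fluorescence polarization readout | Read-out basis: % inhibition of substrate cleavage by Csn5 | Controls: no-enzyme wells high, enzyme-with-substrate wells low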
# MLLE-PAM2 inh – blocks PAM2 peptide binding to the PABP1 MLLE domain; GST-MLLE / FITC-PAM2 fluorescence polarization; inhibition, % at 20 µM; hit rate 0.36% among 360,000; in the data active = inhibition above about 35%, passing the limit was not always enough;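 note: plate controls were DMSO wells with GST-MLLE for no effect and wells lacking GST-MLLE protein for full effect; some results filed as inactive read as strong as hits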
# Rin1-Abl PPI inh – human Rin1-Abl interaction inhibition | P00519+Q13671 | TR-FRET Rin1/Abl binding, biochemical | inhibition, % at 7.35 µM | hit rate 0.4% among 360,000; in the data active = inhibition above about 5%, passing the limit was not always enough
# Target sequence (P00519 whole entry, looked up): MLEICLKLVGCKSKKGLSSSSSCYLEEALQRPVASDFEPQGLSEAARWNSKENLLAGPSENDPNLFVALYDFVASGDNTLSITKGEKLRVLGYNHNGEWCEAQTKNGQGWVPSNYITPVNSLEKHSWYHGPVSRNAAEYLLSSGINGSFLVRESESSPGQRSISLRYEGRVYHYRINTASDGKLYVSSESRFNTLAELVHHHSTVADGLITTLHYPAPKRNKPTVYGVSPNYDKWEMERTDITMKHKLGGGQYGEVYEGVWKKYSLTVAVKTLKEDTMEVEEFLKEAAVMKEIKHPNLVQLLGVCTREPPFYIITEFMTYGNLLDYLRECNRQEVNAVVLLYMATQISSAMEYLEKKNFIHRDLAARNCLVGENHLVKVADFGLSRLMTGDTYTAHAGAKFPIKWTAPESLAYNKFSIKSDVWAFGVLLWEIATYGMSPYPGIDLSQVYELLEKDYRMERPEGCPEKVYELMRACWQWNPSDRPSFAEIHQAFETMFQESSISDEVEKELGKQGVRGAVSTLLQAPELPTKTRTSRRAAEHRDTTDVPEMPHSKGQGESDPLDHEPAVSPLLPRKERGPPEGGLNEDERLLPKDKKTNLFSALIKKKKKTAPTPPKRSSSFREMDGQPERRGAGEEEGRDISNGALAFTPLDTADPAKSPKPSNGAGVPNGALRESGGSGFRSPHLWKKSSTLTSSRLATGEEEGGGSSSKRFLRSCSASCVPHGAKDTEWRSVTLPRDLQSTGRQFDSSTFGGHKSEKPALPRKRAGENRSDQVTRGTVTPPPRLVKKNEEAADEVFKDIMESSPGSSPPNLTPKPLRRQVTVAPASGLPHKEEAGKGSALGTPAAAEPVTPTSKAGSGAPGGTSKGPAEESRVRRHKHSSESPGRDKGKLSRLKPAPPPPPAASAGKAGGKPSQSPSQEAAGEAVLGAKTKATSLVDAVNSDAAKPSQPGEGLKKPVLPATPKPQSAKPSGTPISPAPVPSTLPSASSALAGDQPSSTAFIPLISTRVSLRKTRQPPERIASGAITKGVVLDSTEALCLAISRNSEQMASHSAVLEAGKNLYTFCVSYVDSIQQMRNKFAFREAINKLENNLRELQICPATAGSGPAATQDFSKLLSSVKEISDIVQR
# Target sequence (Q13671 whole entry, looked up): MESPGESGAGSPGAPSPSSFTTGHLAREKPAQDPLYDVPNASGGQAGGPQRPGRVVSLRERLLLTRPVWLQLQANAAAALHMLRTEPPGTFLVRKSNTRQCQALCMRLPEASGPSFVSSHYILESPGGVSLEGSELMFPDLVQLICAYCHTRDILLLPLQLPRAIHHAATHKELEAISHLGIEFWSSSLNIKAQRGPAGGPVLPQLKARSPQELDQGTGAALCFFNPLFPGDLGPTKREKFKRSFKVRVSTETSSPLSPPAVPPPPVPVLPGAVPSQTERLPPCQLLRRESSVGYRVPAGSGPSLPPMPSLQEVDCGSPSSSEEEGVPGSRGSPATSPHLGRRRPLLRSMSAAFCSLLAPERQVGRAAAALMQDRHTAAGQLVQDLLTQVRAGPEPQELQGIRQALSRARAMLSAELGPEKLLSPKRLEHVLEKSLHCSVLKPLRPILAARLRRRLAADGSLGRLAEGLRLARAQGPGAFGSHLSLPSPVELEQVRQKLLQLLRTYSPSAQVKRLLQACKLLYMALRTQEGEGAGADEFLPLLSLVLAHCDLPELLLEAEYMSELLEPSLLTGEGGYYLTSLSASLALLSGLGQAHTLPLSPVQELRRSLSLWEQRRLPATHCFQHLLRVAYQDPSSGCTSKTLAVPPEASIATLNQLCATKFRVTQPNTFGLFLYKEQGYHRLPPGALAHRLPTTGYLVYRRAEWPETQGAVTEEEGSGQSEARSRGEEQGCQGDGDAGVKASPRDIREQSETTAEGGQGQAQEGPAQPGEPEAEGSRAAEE
# Rpn11 inh – Rpn11 (human) deubiquitinase inhibition. calls only at 20 µM. O00487. human 26S proteasome, Ub4-pepOG fluorescence polarization; 20S core pre-blocked with epoxomicin. hit rate 0.59% among 360,000. AID 588493;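 active = inhibition at 20 µM, scaled to each plate's controls, above about 33%, limit read from the data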
# NadD inh – blocks S. aureus nicotinate mononucleotide adenylyltransferase; purified NadD enzyme, colorimetric absorbance read-out; inhibition, % at 20 µM; hit rate 0.78% among 360,000; AID 602399; in the data active = inhibition above about 26%; note: some compounds past the cut are filed as inactive
# * hit, by the source's call; i = inactive; · = no result given; + = active, no number. An unsorted share of the library (roughly 3.9% active in at least one column).
SMILES,SKN-1 inh,FAS TE block,MT1-MMP act inh,Neddylation inh,CSN deneddyl inh,MLLE-PAM2 inh,Rin1-Abl PPI inh,Rpn11 inh,NadD inh
Cc1ccc(S(=O)(=O)N2CCOCC2)cc1C(=O)N1CC(C)CC(C)C1 (stereo not drawn),2.2,-4.8,0.3,i,1.0,16.6,1.0,i,-7.1
CCc1n[nH]c(=S)n1/N=C/c1cc(OC)cc([N+](=O)[O-])c1O,6.0,-4.5,-0.9,i,4.1,-1.7,-3.5,i,7.0
CC1CN(C(=O)CN2C(=O)c3ccccc3C2=O)CC(C)O1 (stereo not drawn),-30.2,-4.8,-0.3,i,-4.7,8.3,-2.6,i,2.5
O=C(NCc1ccccc1)C1=C[C@@H](C2CCCCC2)C[C@@H](OCc2ccc(CO)cc2)O1,-11.2,27.6,·,i,10.8,-3.8,0.1,i,-2.6
O=C(/C=C/c1cccc([N+](=O)[O-])c1)NCc1ccco1,2.8,27.2,1.7,i,-0.5,-3.8,-3.2,i,-2.6
Cn1c(C(=O)N/N=C/c2ccccc2)cc2ccccc21,-13.5,6.0,1.3,i,1.7,-10.9,2.3,i,-5.8
C=CCSC1=C(C#N)C(c2ccccc2OC)CC(=O)N1 (stereo not drawn),-9.2,-5.8,-2.6,i,2.1,11.6,1.8,i,-3.3
CCOc1ccc(S(=O)(=O)NC2CC2)cc1C(N)=O,7.5,-3.4,-2.3,i,5.9,-2.0,2.0,i,7.5
Cc1cc(Nc2ccc(C(=O)O)cc2)n2nc(C)nc2n1,-3.1,-6.5,2.6,i,0.4,6.5,-4.0,i,-2.0
COc1cccc(-n2ccnc2SCC(=O)NCc2ccccc2)c1,-5.6,-2.7,2.8,i,1.9,-8.6,-0.8,i,-7.9
O=C(CN1CCN(c2ccccn2)CC1)NC1CCCCC1,5.8,-7.5,0.7,i,4.8,1.9,1.4,i,3.3
COc1ccc(NC(=O)Cc2c(Cl)cccc2Cl)cn1,2.9,1.9,-0.8,i,-7.5,-2.9,2.0,i,-1.1
Cc1[nH]n(-c2ccccc2)c(=O)c1/C=C1/C=c2ccccc2=N1,7.6,-9.6,1.6,i,-5.4,9.8,-1.5,i,-9.6
O=C(COc1ccc(Cl)cc1)Nc1ccc2c(c1)C(=O)NC2=O,8.0,-0.1,2.2,i,5.8,-3.7,-0.5,i,-3.2
COc1ccc(C2NC(=O)NC(C)=C2C(=O)OCc2ccc3c(c2)OCO3)cc1OC (stereo not drawn),17.1,-4.8,-0.3,i,-7.0,-14.1,2.4,i,-5.1
CCc1cccc2c(C(=O)CSc3nncn3-c3ccccc3OC)c[nH]c12,-3.0,-3.1,12.4,i,-0.2,-22.5,-2.9,i,5.1
Cc1cccc(C)c1C(O)c1ncc(-c2ccc(F)cc2)[nH]1 (stereo not drawn),2.8,1.3,0.8,i,2.2,12.2,-3.1,i,-1.6
O=C(Nc1ccc2c(c1)OCO2)C1Cc2c(-c3ccc(Cl)cc3)ccnc2O1 (stereo not drawn),0.5,32.1,-2.5,i,-5.2,-5.8,-2.0,i,-1.4
Cc1ccc(-n2c(CNc3ccc(C)c(Cl)c3)n[nH]c2=S)cc1,-0.6,7.3,-0.4,i,-1.8,-24.2,2.5,i,23.3
NC(=O)c1cc2cc(Cl)ccc2oc1=O,-0.3,-4.6,-2.4,i,1.5,-3.6,-0.2,i,-4.6
CCCCCN(C(=O)CCC(=O)OCC(=O)c1ccc(C(C)(C)C)cc1)c1c(N)n(CCCC)c(=O)[nH]c1=O,-5.4,2.7,-9.4,i,3.5,-2.1,1.7,i,13.6
O=C(Nc1ccc2c(c1)OCCO2)C(C1CC1)n1c(=O)c(-c2ccco2)nc2ccccc21 (stereo not drawn),13.1,·,0.4,i,3.7,·,·,·,·
CCOC(=O)CNC(=O)CNC(=O)c1nn(-c2ccc(OC)c(OC)c2)c(=O)c2ccccc12,-6.9,-1.9,-2.7,i,3.1,12.8,3.2,i,1.8
Cn1c(=O)n(C)c2cc(/C=N/NC(=O)c3cc4cc(Br)ccc4o3)ccc21,-6.5,-6.0,1.3,·,12.5,-27.6,-0.2,i,-3.4
O=C(Nc1ccn(CCCNCC2CCCCC2)c(=O)n1)OCc1ccccc1,10.4,0.8,0.7,i,1.8,9.6,-0.4,i,4.3
O=C(CSc1nnc(Cc2ccccc2)o1)Nc1ccc2c(c1)OCO2,-9.3,-6.2,0.4,i,-2.9,-18.2,0.7,i,-1.3
COc1ccc(N(Cc2cc3ccc(C)cc3[nH]c2=O)C(=O)C2CCCO2)cc1 (stereo not drawn),7.1,-2.4,-2.0,i,2.3,-15.3,3.9,i,-1.9
CCc1ccc(/C=N/NC(=O)Cc2ccc(OC)c(OC)c2)s1,17.4,-3.9,-6.9,i,-3.2,6.7,-5.8,i,-3.1
Cc1ccc2[nH]c(SCC(=O)N3CCOCC3)nc2c1C,-4.6,-9.5,-4.5,i,4.5,7.0,-0.4,i,-5.8
O=[N+]([O-])c1ccc(N2CCN(S(=O)(=O)c3ccccc3)CC2)cc1NCCN1CCOCC1,-27.9,14.0,-6.7,i,4.5,1.5,-12.1,i,-5.0
C[C@H](CO)N1C[C@H](C)[C@@H](CN(C)S(=O)(=O)c2cn(C)cn2)Oc2c(NC(=O)Nc3ccc(C(F)(F)F)cc3)cccc2C1=O,-27.2,32.4,4.7,i,0.0,14.2,2.4,i,6.0
COc1cccc(/C=C/C(=O)OCC(=O)NC2CCCCCCC2)c1,-11.4,8.8,-0.7,·,-3.5,12.3,6.9,i,-3.5
COc1ccc(C(=O)C2CCCN(C(=O)c3cccnc3OC)C2)c(C)c1 (stereo not drawn),-15.3,-7.0,3.5,i,-0.4,-1.1,-3.0,i,-5.8
CC1CCCCC1NS(=O)(=O)c1ccc2c(c1)CCC(=O)N2 (stereo not drawn),-5.7,-1.5,5.4,i,-0.7,-10.8,2.7,i,-0.7
Cc1ccc(C(=O)N/C(=C\c2sccc2C)C(=O)NCc2ccncc2)cc1,1.2,-5.4,-2.2,i,-0.3,2.4,-3.2,i,-4.8
COc1ccc(C2=Nn3c(nnc3C(F)(F)F)SC2)cc1,5.1,2.2,1.0,i,2.4,-20.2,1.0,i,1.0
CCOC(=O)Cc1cnc(NC(=O)CSc2nc(N)cc(=O)[nH]2)s1,5.7,-5.6,-3.7,i,-0.6,-69.5,0.5,i,-4.4
COC(=O)C1=C(C)N(Cc2ccccc2)C(=NCCCCO)N[C@H]1c1cccc(C(F)(F)F)c1,15.7,2.9,-1.5,i,-2.1,-129.3,-0.2,i,0.6
Cc1cc(C2=CC(=O)C[C@H](c3ccc(F)cc3)C2)ccc1F,-2.7,26.9,1.8,i,6.3,8.4,-0.9,i,0.1
CC1(C)CC(C)(O)N(Cc2ccccc2)C(=S)N1 (stereo not drawn),-1.3,-3.9,1.8,i,-1.8,-68.0,-2.3,i,3.7
OC(COc1ccc(Cl)cc1)CN1C2=NCCCN2c2ccccc21 (stereo not drawn),4.0,-8.9,0.3,i,-0.3,4.8,0.6,i,4.7
O=C(Cc1cccs1)OCC(=O)c1ccco1,3.9,-6.1,6.3,i,25.1,23.9,-0.7,i,3.4
O=C(O)c1cccc(NC(=O)c2ccccc2NC(=O)c2ccco2)c1,8.3,-4.8,-2.2,i,-3.0,3.0,-1.1,i,-4.6
CCN(CC(=O)Nc1c(F)cccc1F)C(=O)CNC(=O)c1sc2ccccc2c1Cl,6.2,6.4,5.9,i,9.3,1.8,-4.9,i,-2.4
O=C(Nc1ccc(Oc2ccccc2)cc1)c1csc(COCCO)n1,-3.8,-4.8,1.1,i,-1.6,11.4,0.0,i,-3.6
CCN(CC)CC(=O)N(CC(=O)Nc1c(C)cc(C)cc1C)C1CCCCC1,-20.9,-11.3,-7.2,i,-1.4,12.5,-1.0,i,-1.8
Cc1cc(OCCCn2ccnc2)cc(C(C)C)c1,-3.7,-7.2,-0.9,i,-8.2,-0.2,1.6,i,-2.0
COCCN(C(=O)CCC(=O)Nc1nccs1)C(C(=O)NC(C)(C)C)c1ccc(Cl)cc1 (stereo not drawn),6.6,1.4,1.4,i,-2.4,0.8,-1.6,i,8.3
CC(C)c1cc(C(=O)N/N=C/c2cccnc2)cs1,-5.0,-12.1,·,i,-12.6,-3.2,1.2,i,2.0
O=C(CCC(=O)c1ccc(Br)cc1)Nc1cccnc1,5.5,-1.5,-0.2,i,1.4,2.5,-2.1,i,0.3
CCOC(=O)N1CCN(CC(=O)Nc2ccc(Oc3ccccc3)cc2)CC1,6.4,-3.9,3.0,i,4.8,-2.4,4.2,i,-7.0
CCCCn1c(N)c(N(CCOC)C(=O)c2cc(-c3ccc(OC)cc3)nc3ccccc23)c(=O)[nH]c1=O,-4.0,5.0,-1.9,i,4.5,-23.6,-0.8,i,1.1
C=CCN(CC=C)Cc1c(C)[nH]c2ccc(C(=O)OCC)cc2c1=O,6.9,-8.8,2.3,+,6.3,-5.7,-1.0,i,5.3
CCC(CC)c1nnc(NC(=O)c2cc([N+](=O)[O-])ccc2N2CCCCC2)s1,4.8,30.5,-1.3,i,47.2*,3.9,-1.1,i,1.7
CC(C)(C)SCCNS(=O)(=O)c1ccc2ccccc2c1,11.9,11.2,2.1,i,-3.6,-1.6,-0.1,i,-7.7
Cn1c(=O)[nH]c(=O)c2c1nc(Br)n2CC(O)COCc1ccccc1 (stereo not drawn),11.7,-4.1,4.8,i,-2.9,8.0,0.0,i,-6.6
COC(=O)C1=C(C(=O)OC)[C@@H]2Nc3ccccc3[C@@]23C[C@@H](C(=O)OC)N(C(=O)c2cc(C)oc2C)C3=N1,2.1,1.8,-5.1,i,1.3,-14.4,-0.7,i,2.0
Cc1ccc(NS(=O)(=O)c2cccc(C(=O)N3CCN(c4ncccn4)CC3)c2)cc1,8.9,4.6,1.9,i,-3.1,2.2,1.7,i,4.1
CCCn1nc(Oc2nc(SC)nc(N(C)C)n2)ccc1=O,5.0,-9.0,5.4,i,-3.8,4.4,0.0,i,-4.4
CCCc1cc(C(=O)N2CCC(n3nccc3NC(=O)c3ccc(OC)cc3)CC2)no1,5.8,1.1,1.2,i,0.8,-6.7,0.8,i,-4.2
COc1ccc(S(=O)(=O)n2[nH]c(=O)c(CCO)c2C)c([N+](=O)[O-])c1,3.2,-1.0,3.4,i,-0.6,6.7,5.9,i,1.6
C/C(=N\NC(=O)CN1CCN(Cc2ccc(C)cc2)CC1)c1ccncc1,-11.9,-4.4,-1.0,i,-14.6,-0.4,-1.0,i,-6.1
